LYP inh 2: inhibitors of human LYP (PTPN22) phosphatase; Q9Y2R2; hit rate 0.21% among 96,000; inhibition, % at 2 µM; recombinant LYP catalytic domain, DiFMUP fluorescence;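 active = inhibition at 2 µM at or above a set limit, the screen mean plus 3 SD, cut at about 24% in these data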;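 also: 0% = DMSO with enzyme and 100% = enzyme fully blocked by orthovanadate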
MT1-MMP txn act: activates MT1-MMP transcription; HT1080 MT1-MMP promoter luciferase reporter, luminescence, overnight; stronger effect = higher value; activation factor at 10 µM; hit rate 0.16% among 86,000; AID 750;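 active = activation factor of at least 2 for MT1-MMP transcription at 10 µM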
Smad3 FoxH1 inh: blocks human Smad3 binding to FoxH1 peptide; P84022; TR-FRET Smad3/Dy647-FoxH1 peptide binding, europium anti-His; inhibition, % at 25 µM; hit rate 0.29% among 88,000; AID 630;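 active = compounds that reduce the energy-transfer binding signal between the protein and its labelled peptide by more than half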;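 also: 0% = Smad3 plus labelled peptide maximal FRET and 100% = peptide-only background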
VCAM1 TNFa inh: reduces TNF alpha induced VCAM1 expression in HUVEC; HUVEC TNFa-induced VCAM-1 immunofluorescence, high-content imaging; inhibition, % at 2 µM; hit rate 0.48% among 95,000; AID 802;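 active = inhibition above the batch mean plus 3 SD, with images confirmed as a hit by eye, cut at about 37% in these data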;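 also: 0% = TNF-stimulated DMSO wells and 100% = unstimulated control wells; not every result past the cut was called active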
hDAT+cocaine: modulates human dopamine transporter uptake under cocaine. Q01959. LLC-PK1 hDAT cells, [14C]-dopamine uptake with cocaine IC80; actives deviate in either direction. B-score at 10 µM. hit rate 1.3% among 110,000. AID 449768;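 active = Z score or B-score, a plate-position-corrected score, falls beyond the plate's 99.7% confidence bounds, in either direction; inactive = both scores lie inside the 99.7% bounds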;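 also: scored against the spread of the other compound wells on the same plate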
Target sequence (Q01959 whole entry, looked up): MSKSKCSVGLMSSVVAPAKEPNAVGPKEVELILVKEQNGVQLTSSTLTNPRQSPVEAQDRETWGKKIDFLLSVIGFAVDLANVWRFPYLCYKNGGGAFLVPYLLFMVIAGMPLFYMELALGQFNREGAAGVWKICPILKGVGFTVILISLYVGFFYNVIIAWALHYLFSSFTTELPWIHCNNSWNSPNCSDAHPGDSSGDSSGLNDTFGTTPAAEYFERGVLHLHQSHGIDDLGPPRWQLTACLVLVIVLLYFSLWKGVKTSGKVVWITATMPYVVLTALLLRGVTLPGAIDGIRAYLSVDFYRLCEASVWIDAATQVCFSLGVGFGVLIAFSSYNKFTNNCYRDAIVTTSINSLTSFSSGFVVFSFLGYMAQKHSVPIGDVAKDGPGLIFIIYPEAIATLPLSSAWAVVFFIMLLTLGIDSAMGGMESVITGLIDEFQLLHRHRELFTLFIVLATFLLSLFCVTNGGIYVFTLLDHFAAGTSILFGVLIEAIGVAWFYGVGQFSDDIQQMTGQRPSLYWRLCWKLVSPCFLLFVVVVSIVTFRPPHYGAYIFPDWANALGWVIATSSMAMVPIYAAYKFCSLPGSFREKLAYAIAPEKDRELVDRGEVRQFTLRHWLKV
HUVEC tox IL1B: HUVEC cytotoxicity counter-screen, IL-1B stimulated; cell count reduction, % at 2 µM; hit rate 0.41% among 94,000; HUVEC cell count loss, Hoechst imaging;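 active = cell count reduction more than 3 SD above the screen-wide mean, cut at about 70% in these data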;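 also: normalized per plate to untreated control cells as the no-loss baseline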
F-actin modifier: modifiers of cytoskeleton assembly; HUVEC TNFa F-actin phalloidin imaging, high content; inhibition, % at 2 µM; hit rate 0.18% among 91,000; AID 836;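 active = inhibition above the batch mean plus 3 SD and confirmed as a hit by visual image inspection, cut at about 30% in these data, passing the limit was not always enough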; also: strong numbers were not always called active
HUVEC tox TNFa: toxic to HUVEC cells under TNF alpha stimulation | HUVEC TNFalpha-stimulated, Hoechst cell count, imaging | hit rate 0.17% among 93,000 | cell count reduction, % at 2 µM;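 active = cell count reduction exceeding the screen mean by over 5 SD, scaled to untreated wells per plate, cut at about 78% in these data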;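 also: cells counted after 24 h of TNF alpha exposure following the 1 h pretreatment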
Calb biofilm kill: kills Candida albicans biofilms; C. albicans biofilm + clotrimazole, Alamar Blue; hit rate 0.14% among 85,000; AID 834; inhibition, % at 6 µM;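 active = inhibition above 20%; inactive = inhibition below 20%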;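 also: preformed 24 hr biofilms exposed to compound for 48 hr; 0% = biofilm without compound and 100% = blank killed by clotrimazole plus chlorhexidine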
The depositor's hits bear a star; / = no result given; [ ] = dose if it differs, or a comment. Not all compounds are listed, so the mix of outcomes need not match the whole.

Start of the listing, in advance (3 entries):
1. CN(C)S(=O)(=O)c1cccc(C(=O)NCC2CCCO2)c1 (stereo unspecified)
2. CC1=CC(C)(C)N(C(=O)CN2C(=O)c3ccccc3C2=O)c2ccc(C)cc21
3. CC(C)C(=O)Nc1cccc(-c2nc3ccccc3c(=O)o2)c1

Assay by compound	1	2	3
F-actin modifier	24	-17	-26
Calb biofilm kill	5	-2	-4
HUVEC tox TNFa	-18	-5	-12
MT1-MMP txn act	1.1	/	1.3
LYP inh 2	1	-4	-4
hDAT+cocaine	0.84	-0.55	0.26
VCAM1 TNFa inh	12	4	-18
HUVEC tox IL1B	-32	-7	34
Smad3 FoxH1 inh	10	-8	4

Results, repeating the preview:
1. CN(C)S(=O)(=O)c1cccc(C(=O)NCC2CCCO2)c1 (stereo unspecified)
2. CC1=CC(C)(C)N(C(=O)CN2C(=O)c3ccccc3C2=O)c2ccc(C)cc21
3. CC(C)C(=O)Nc1cccc(-c2nc3ccccc3c(=O)o2)c1
4. O=C(NC(Cc1ccc(F)cc1)C(=O)O)c1ccccc1 (stereo unspecified)
5. CC(=O)c1c(C)c[nH]c1C
6. COc1ccc(CCn2c(C)cc(C(=O)CSc3nnc(N)s3)c2C)cc1
7. CC(=O)c1c(C)nc2ccc(Cl)cn12
8. CCOc1ccc(OCC)c(NC(=O)C2CCN(c3nn4c(=O)cc(C)nc4s3)CC2)c1

Assay by compound	1	2	3	4	5	6	7	8
F-actin modifier	24	-17	-26	6	/	26	4	/
Calb biofilm kill	5	-2	-4	3	-5	7	5	2
HUVEC tox TNFa	-18	-5	-12	-17	/	-33	-6	/
MT1-MMP txn act	1.1	/	1.3	1.1	1.1	1.1	1.2	1.2
LYP inh 2	1	-4	-4	-30	8	8	14	/
hDAT+cocaine	0.84	-0.55	0.26	0.66	0.051	/	0.57	0.035
VCAM1 TNFa inh	12	4	-18	5	/	3	4	/
HUVEC tox IL1B	-32	-7	34	-49	/	-40	1	/
Smad3 FoxH1 inh	10	-8	4	0	-6	6	-1	5

9. O=C(O)/C=C\C(=O)Nc1ccccc1C(=O)NCc1ccccc1
10. COc1ccc(-n2c(Cc3cccn3C)nnc2SCC(=O)Nc2ccccc2)cc1
11. CCN1CCCC1CNC(=O)CN1C(=O)COc2ccc(C)cc21 (stereo unspecified)
12. Cc1c(CNC(=O)c2cnn3c2NC(c2ccccc2)CC3C(F)(F)F)cnn1C (stereo unspecified)
13. COc1ccc(NC(=O)c2[nH]c(C)c(C(C)=O)c2C)cc1Cl
14. CCOC(=O)c1cc(OC(=O)c2cccc([N+](=O)[O-])c2)n(-c2ccccc2)n1
15. CCC(C)NC(=O)CSc1ccc(NC(C)=O)cc1 (stereo unspecified)
16. Nc1ccc(Cl)cc1/C(=N/O)c1ccccc1

Assay by compound	9	10	11	12	13	14	15	16
F-actin modifier	-10	-11	/	-17	-10	/	-3	/
Calb biofilm kill	2	3	10	2	6	6	/	10
HUVEC tox TNFa	-3	-4	/	-40	-18	36	-11	/
MT1-MMP txn act	1.1	1.1	1	1	1.5	1.1	/	1.1
LYP inh 2	-6	-11	/	-1	-6	2	-8	/
hDAT+cocaine	0.22	0.23	-1.1	1.5	0.52	0.47	-0.75	0.49
VCAM1 TNFa inh	12	0	/	8	-5	14	23	/
HUVEC tox IL1B	-21	-53	/	-18	4	-16	16	/
Smad3 FoxH1 inh	-2	1	4	8	8	-13	/	-1

17. Cc1ccc(-n2nnc3c(SCC(=O)NCc4ccco4)ncnc32)cc1
18. COc1ccc(S(=O)(=O)N(C)c2c(C)n(C)n(-c3ccccc3)c2=O)cc1OC
19. CSc1nc(N)nc(SCC(=O)c2ccc(C)cc2)c1C#N
20. COC(=O)c1c(C(=O)OC)c2ccncn2c1Cl
21. CCOC(=O)c1cc2oc(C(c3nnnn3C3CCCCC3)N3CCOCC3)cc2[nH]1 (stereo unspecified)
22. O=C(NCc1ccco1)c1ccc2c(=O)n(CCC3=CCCCC3)c(=O)[nH]c2c1
23. Oc1ccc(/C=N/Nc2cccc3cccnc23)c(O)c1
24. COc1ccc(C(=O)Nc2nnc(-c3ccccc3)o2)cc1OC

Assay by compound	17	18	19	20	21	22	23	24
F-actin modifier	-5	-8	-4	3	-3	22	16	-38
Calb biofilm kill	/	12	9	5	2	3	/	12
HUVEC tox TNFa	9	-21	-33	-26	-3	-25	-6	-11
MT1-MMP txn act	1.1	1	1.5	1	1.1	1.2	/	1.1
LYP inh 2	-1	0	-15	7	-11	-11	10	5
hDAT+cocaine	0.88	-0.00084	0.71	-0.09	1.3	-0.94	0.66	2.4
VCAM1 TNFa inh	-3	1	1	10	7	9	7	-9
HUVEC tox IL1B	3	-41	-15	23	-48	-34	-32	-14
Smad3 FoxH1 inh	/	4	-10	3	6	1	/	1

25. CSc1nnc(-c2cccc(C)c2)n1N
26. COC(=O)CSc1nc2c(c(C3CC=CCC3)c1C#N)CCC2 (stereo unspecified)
27. CCOC(=O)N1CCC(NC(=O)CCC(=O)N2CC(C)Oc3ccc(Cl)cc32)CC1 (stereo unspecified)
28. CCC(C)(C)n1nnnc1CN1CCN(C(c2ccccc2)c2ccccc2)CC1
29. N#Cc1cc(C(=O)c2cc(Cl)ccc2O)cn(CC2CCCO2)c1=O (stereo unspecified)
30. Cc1nc2sc(C(c3ccc(Br)cc3)N3CC(C)OC(C)C3)c(O)n2n1 (stereo unspecified)
31. COc1ccc(-c2c/c(=N\c3nc(-c4ccccc4)c(C)s3)c3ccccc3o2)cc1O
32. O=C(OCC(=O)N1CCN(C(=O)c2ccco2)CC1)c1cc(-c2ccco2)nc2ccccc12

Assay by compound	25	26	27	28	29	30	31	32
F-actin modifier	-7	0	-9	8	7	18	18	7
Calb biofilm kill	1	5	3	-5	9	8	1	7
HUVEC tox TNFa	-17	-20	4	-12	-20	-1	55	-6
MT1-MMP txn act	1.2	1	1.2	1.1	1.1	1.2	0.5	1.1
LYP inh 2	-5	6	5	13	-2	1	4	13
hDAT+cocaine	0.65	-0.68	-0.38	0.78	-1.5	2.6*	-0.98	0.54
VCAM1 TNFa inh	4	-4	7	6	22	2	51*	9
HUVEC tox IL1B	-10	-17	-10	32	-50	-12	24	-14
Smad3 FoxH1 inh	-2	10	-10	-10	7	8	1	13

33. CCn1c(-c2ccccc2Cl)nn(CC(=O)Nc2ccc(OC)cc2)c1=S
34. C=CCn1c(=O)n(CCC#N)c(=O)n(CCC#N)c1=O
35. CCOc1cc(S(=O)(=O)NCc2ccccn2)c(C)cc1C
36. CCOCCCNC(=O)COc1ccc(OC)cc1
37. Cc1ccccc1NC(=O)c1sc(Cl)nc1-c1ccccc1
38. c1ccc(-c2noc(-c3ccco3)n2)nc1
39. CCC(CO)NC(=O)c1cc2c(s1)CCC2 (stereo unspecified)
40. COC(=O)c1ccc2c(=O)n(CCCCCC(=O)NCc3ccc4c(c3)OCO4)c(=O)[nH]c2c1

Assay by compound	33	34	35	36	37	38	39	40
F-actin modifier	-6	-9	-2	/	-6	/	12	4
Calb biofilm kill	/	5	/	3	/	-4	/	4
HUVEC tox TNFa	-1	8	1	1	-5	/	-51	-33
MT1-MMP txn act	/	1.2	1.1	1	/	1.1	/	1.2
LYP inh 2	-2	-4	-2	-1	-8	-4	-13	1
hDAT+cocaine	2.2	-0.084	/	/	-1.3	-0.5	-0.69	-1.6
VCAM1 TNFa inh	-17	-3	3	6	-12	/	0	-13
HUVEC tox IL1B	-48	-23	-4	3	4	-39	1	90*
Smad3 FoxH1 inh	/	9	/	2	/	-1	/	2

41. C(=N\Nc1ccccc1)/c1ccc(N2CCOCC2)cc1
42. CC1(C)C2CCC1(C)C(NC(=O)CCN1CCCCC1)C2 (stereo unspecified)
43. CCOC(=O)COc1nc(N(C)C)nc(N(C)C)n1
44. COc1oc(-c2ccccc2)nc1C(F)(F)F
45. CSC1=N/C(=C\C=C\c2cccs2)C(=O)S1
46. C=C(C)CC1N(c2cccc(OC)c2)C(=O)C2C(C(=O)O)C3C=CC21O3 (stereo unspecified)
47. NC(=O)CSc1nc2ccccc2c(=O)n1Cc1ccco1
48. CCOc1cccc(-c2nnc(SCC(=O)Nc3cc(C)ccc3OC)n2N)c1

Assay by compound	41	42	43	44	45	46	47	48
F-actin modifier	-20	-10	8	-6	-17	-2	5	2
Calb biofilm kill	/	6	3	-1	8	-3	3	4
HUVEC tox TNFa	13	-14	-8	-9	-17	-29	/	-14
MT1-MMP txn act	/	1.1	1.2	1.1	1	1.1	1.1	1
LYP inh 2	1	1	1	-10	7	-3	-10	6
hDAT+cocaine	-1.2	-0.65	-1.1	-0.39	-1.3	1.2	-0.24	0.58
VCAM1 TNFa inh	7	-11	-21	-17	-18	16	-9	8
HUVEC tox IL1B	-31	-43	-14	-16	-14	2	-6	-14
Smad3 FoxH1 inh	/	-9	-5	12[fluorescence artefact?]	-5	3	6	3

49. CCCCNC(=S)NNC(=O)c1csc(C(C)C)c1
50. O=C(CCc1ccccc1)NC(NC(=S)Nc1ccc(Br)cc1)C(Cl)(Cl)Cl (stereo unspecified)
51. CC(CNS(=O)(=O)c1cc(Cl)ccc1Cl)CN(C)C (stereo unspecified)
52. CS/C(=N\S(=O)(=O)c1ccc(N)cc1)NS(=O)(=O)c1cccs1
53. Cc1cc(-c2nc3cccnc3s2)ccc1NS(=O)(=O)c1ccc2c(c1)OCCO2
54. COc1ccccc1C(=O)OCc1c(F)cccc1Cl
55. CCOC(=O)Cn1c(C)nc2c(C(=O)OCC)sc(C)c2c1=O
56. COC(=O)c1cc(=O)cc(C(=O)OC)o1
57. CC1CCN(C(=O)C2CCN(S(=O)(=O)c3cccc4nonc34)CC2)CC1
58. COc1cc(/C=C/C(=O)c2ccc(Cl)s2)cc(OC)c1O

Assay by compound	49	50	51	52	53	54	55	56	57	58
F-actin modifier	6	0	24	-12	2	9	24	-11	-12	-30
Calb biofilm kill	2	5	3	5	11	/	/	3	/	/
HUVEC tox TNFa	-12	-15	-12	-22	-29	15	1	-8	-3	-10
MT1-MMP txn act	1.5	1.2	1	1.1	/	/	1.1	1.1	/	/
LYP inh 2	2	3	0	-4	4	4	-14	-2	0	0
hDAT+cocaine	1.3	-0.078	0.37	-0.7	1.1	-0.13	-0.011	-0.58	0.96	1.1
VCAM1 TNFa inh	9	-2	7	-9	0	-10	-30	10	-15	1
HUVEC tox IL1B	-10	-4	-30	-2	-2	-16	-62	-9	-27	7
Smad3 FoxH1 inh	5	5[fluorescence artefact?]	4	4	3	/	/	13	/	/

Source: PubChem BioAssay (several laboratories)
